Assay outcomes deposited in PubChem by ICCB-Longwood Screening Facility, Harvard Medical School.
PV pol inh = poliovirus RNA polymerase inhibition; P03300; poliovirus polymerase elongation, fluorescence polarization; stronger effect = lower value; % elongation, % (compound at 16.7 µg/mL); hit rate 0.66% among 150,000; in the data active = % elongation below about 90%; also: some results filed as inactive read as strong as hits
Target sequence (P03300 1749-2209 limits assumed): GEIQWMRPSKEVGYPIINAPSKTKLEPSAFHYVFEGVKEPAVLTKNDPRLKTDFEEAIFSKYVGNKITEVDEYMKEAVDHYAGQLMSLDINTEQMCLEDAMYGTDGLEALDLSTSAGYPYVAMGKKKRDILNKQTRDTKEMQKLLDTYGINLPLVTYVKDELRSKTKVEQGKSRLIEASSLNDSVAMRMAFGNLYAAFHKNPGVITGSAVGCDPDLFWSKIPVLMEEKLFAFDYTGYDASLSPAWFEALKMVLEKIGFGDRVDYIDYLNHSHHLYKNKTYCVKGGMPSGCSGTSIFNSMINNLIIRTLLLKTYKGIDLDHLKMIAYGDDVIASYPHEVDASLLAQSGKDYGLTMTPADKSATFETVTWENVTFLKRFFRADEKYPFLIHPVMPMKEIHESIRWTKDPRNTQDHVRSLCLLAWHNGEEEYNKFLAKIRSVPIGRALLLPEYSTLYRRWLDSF
PV pol inh FP z-score = further read-out of PV pol inh, marked with its call; z-score; measured here: FP z-score; hits read low
* = called active by the depositor; & = joins results of further samples. An excerpt. The share of hits here may be higher or lower than overall.

# | compound | PV pol inh FP z-score | PV pol inh
1 | COc1ccc(-c2cc(C(F)(F)F)nc(SCC(=O)N3CCCCCC3)n2)cc1OC | 0.2 | 103
2 | CCOC(=O)c1cc(-c2ccc(C)cc2)n(CCC(=O)NCc2ccccc2)c1C | 0.2 | 105
3 | CC(C)Oc1ccc(C(=O)NCC(=O)Nc2ccccc2N2CCOCC2)cc1 | 0.5 | 106
4 | Cc1cccc(OCCSc2nc3ccc(NC(=O)COc4ccccc4)cc3s2)c1 | -0.5 | 104
5 | Cc1ccc(-n2ncc3c(=O)n(Cc4cccc(Cl)c4)cnc32)cc1C | 0.3 | 108
6 | Cc1ccc(-n2[nH]c(C)c(C=O)c2=O)cc1C | 0.7 | 102
7 | O=C(Nc1ccccc1)Oc1ccc2sc(=O)oc2c1 | 0.9 | 104
8 | O=C1N=c2ccc(Br)cc2=C1c1sc(=S)n(-c2cccc(Br)c2)c1O | -4.3 | 90
9 | COc1ccc(C(=O)NC(C(=O)Nc2ccc3c(c2)OCO3)C(C)C)cc1 (stereo unspecified) | 0 | 103
10 | N=C1C(c2nc3ccccc3[nH]2)=C(O)CN1NC(=O)COc1cccc(F)c1 | 0.3 | 105
11 | CC1CCCN(c2ncnc3c2cnn3-c2ccc(F)cc2)C1 (stereo unspecified) | -0.3 | 105
12 | O=C(OCc1ccccc1Oc1ccccc1)c1ccccn1 | -0.5 | 101
13 | Cc1ccoc1C(=O)Nc1cccc(Oc2ccccc2)c1 | 0.6 | 102
14 | Cc1ccc(-n2c(-c3ccco3)nc3c(cnn3-c3ccccc3Cl)c2=O)cc1 | -0.3 | 108
15 | CCc1ccc(C(=O)COC(=O)C2CSC3(C)CCC(=O)N23)cc1 (stereo unspecified) | -0.2 | 101
16 | O=C(O)Cc1sc(Nc2ccccc2)nc1-c1ccccc1 | 0.2 | 105
17 | CCOc1ccccc1NC(=O)c1c(Cl)nc2sccn12 | 0.3 | 103
18 | COC(=O)N/N=C1\CCCCc2ccccc21 | 0.1 | 101
19 | Cc1ccc(NC(=O)C2Cc3ccccc3N2C(=O)c2ccccc2)cc1Cl (stereo unspecified) | 0.5 | 108
20 | O=C(OCc1ccccc1)c1cnc(Cl)c(Cl)c1 | -0.5 | 100
21 | COC(=O)c1cccnc1-n1c(=O)c2cccnc2n(CC(=O)Nc2c(C)cc(C)cc2C)c1=O | 0 | 105
22 | Cc1c(C(=O)N(C)C)sc2c1c(=O)n(-c1ccc(Cl)cc1)c(=O)n2CC(=O)C(C)(C)C | 0.2 | 107
23 | CC1CCN(S(=O)(=O)c2ccc3c(c2)CCCC(=O)N3)CC1 | 0 | 101
24 | COCc1cc(C)nc2sc(C(=O)N3CCc4ccccc43)c(N)c12 | -0.4 | 99
25 | CCOc1ccc(N2CC(C(=O)NC3CC(C)(C)NC(C)(C)C3)CC2=O)cc1 (stereo unspecified) | -0.5 | 100
26 | CCN(c1ccccc1)S(=O)(=O)c1ccc(F)c(C(=O)Nc2ccc(C)cc2)c1 | -0.2 | 108
27 | Cn1nccc1/C=C(/C#N)S(=O)(=O)c1ccccc1 | -0.5 | 99
28 | N/C(=N\OC(=O)c1ccccc1)c1ccc2c(c1)CCO2 | 0 | 102
29 | O=c1cc(Cl)c2ccccc2o1 | -0.1 | 99
30 | CCOc1cccc(C=Nc2ccc(Br)cn2)c1O | -1.1 | 97
31 | C/C(=N\OC(=O)Nc1c(-c2c(Cl)cccc2Cl)noc1C)C(C)(C)C | 0.4 | 102
32 | Cn1c(SC2CCOC2=O)nc2ccccc2c1=O (stereo unspecified) | 0.7 | 103
33 | COc1cc(/C=N/n2cnnc2)ccc1OCC(=O)N1CCOCC1 | 0.5 | 103
34 | O=C(CSc1nc2ccccc2n1Cc1ccccc1)N1CCN(c2ccc(F)cc2)CC1 | -0.5 | 108
35 | CC1=C(C(=O)Nc2cccnc2)C(c2cccc(F)c2)n2nc(SCc3ccccc3)nc2N1 (stereo unspecified) | 2 | 111
36 | Cc1ccc(CNC(=O)Cc2c(C)c3c(cc(C)c4c(C)coc43)oc2=O)cc1 | 0.6 | 111
37 | O=C(O)CSc1nc2ccc(Br)cc2[nH]1 | 0.5 | 104
38 | CCOC(=O)c1cnc(Nc2nc3ccccc3o2)nc1CN1CCN(c2ccccc2)CC1 | 0.2 | 103
39 | O=C(OCc1c(Cl)nc2sccn12)c1ccc(F)cc1Cl | 0.1 | 102
40 | CCCN1C(=O)/C(=N\OCc2ccc(C#N)cc2)c2ccccc21 | -0.8 | 97
41 | O=C(CCn1c(=O)[nH]c2ccsc2c1=O)Nc1ccc(F)c(F)c1 | -0.1 | 99
42 | CC(C)NC(=S)N/N=C/c1cn(-c2ccccc2)nc1-c1cccs1 | 0.3 | 105
43 | CC(C)CNS(=O)(=O)c1ccc(S(=O)(=O)N2CCN(c3ccccc3)CC2)cc1 | 1.7 | 106
44 | O=C(CSc1nc(-c2ccccc2)nc2c1CCCC2)c1ccc(F)cc1 | 0 | 105
45 | Cn1cnc(S(=O)(=O)N2CCC(C(=O)Nc3ccc(OC(F)(F)F)cc3)CC2)c1 | 1.5 | 113
46 | CN(C(=O)c1ccccc1)c1ccc(OCC(=O)N2CCc3ccccc3C2)cc1 | -0.4 | 101
47 | COc1ccccc1CNC(=O)c1cnc2sc(N3CCCCCC3)nn2c1=O | 0.1 | 107
48 | Cc1cccc(N2CCN(S(=O)(=O)c3cc(C(=O)Nc4ccc(Oc5ccccc5)cc4)ccc3F)CC2C)c1 (stereo unspecified) | -1.3 | 102
49 | CC(SCC(=O)N1CCCCCC1)c1nc2scc(-c3cccs3)c2c(=O)[nH]1 (stereo unspecified) | 1.3 | 109
50 | Cn1nc(-c2ccc(N3CCCCC3)c(NC(=O)c3ccc(Cl)cc3)c2)c2ccccc2c1=O | 1.3 | 109
51 | Cc1noc(C)c1CSCC(=O)c1cc(C)n(-c2ccccc2)c1C | 0.4 | 105
52 | CC(C)(C)OC(=O)N1CCC(c2c(C(=O)N3CCc4ccccc4C3)cnn2-c2ccc(Cl)cc2)CC1 | 0.8 | 110
53 | NS(=O)(=O)c1cc(C(=O)NCC(F)(F)F)ccc1Cl | 0 | 102
54 | Cc1ccc(NC(=O)c2ccc(CN3CCCn4nc(C)cc43)cc2)c(C)c1 | -1.2 | 99
55 | Cc1ccc(S(=O)(=O)N(C)Cc2ccc(-c3nnco3)cc2)cc1 | 0.2 | 103
56 | CCCCn1c(SCC(N)=O)nc2cc(S(N)(=O)=O)ccc21 | 0.1 | 104
57 | O=c1c2ccccc2cnn1-c1ccccn1 | 0 | 107
58 | CCOc1ccccc1NC(=O)c1c(NC(=O)COc2ccccc2)sc2c1CCCC2 | 0.6 | 106
59 | COCCN1C=C(C(=O)OC)C(c2cc3c(cc2Br)OCO3)C(C(=O)OC)=C1 | 0.1 | 102
60 | O=C(CSc1nc2ccccc2[nH]1)Nc1cccc(C(F)(F)F)c1 | 0.3 | 103

The closing six records of the section before lead into the next:
# | compound | PV pol inh FP z-score | PV pol inh
55 | Cc1ccc(S(=O)(=O)N(C)Cc2ccc(-c3nnco3)cc2)cc1 | 0.2 | 103
56 | CCCCn1c(SCC(N)=O)nc2cc(S(N)(=O)=O)ccc21 | 0.1 | 104
57 | O=c1c2ccccc2cnn1-c1ccccn1 | 0 | 107
58 | CCOc1ccccc1NC(=O)c1c(NC(=O)COc2ccccc2)sc2c1CCCC2 | 0.6 | 106
59 | COCCN1C=C(C(=O)OC)C(c2cc3c(cc2Br)OCO3)C(C(=O)OC)=C1 | 0.1 | 102
60 | O=C(CSc1nc2ccccc2[nH]1)Nc1cccc(C(F)(F)F)c1 | 0.3 | 103
61 | COc1cc(C)ccc1OCCSc1nc2ccc(NC(=O)c3ccc(F)cc3)cc2s1 | 0.6 | 109
62 | CC1Sc2nnc(C(C)(C)C)n2N=C1c1ccc(Cl)cc1 (stereo unspecified) | -3* | 76*
63 | CCCCc1ccc(NC(=O)COc2cccc3c(=O)n(C)ccc23)cc1 | 1.3 | 112
64 | COc1ccc(C(=S)N2CCN(C(N)=S)CC2)cc1 | -0.7 | 98
65 | CC(C)Cc1cc(C(=O)Nc2sc3c(c2C#N)CCC3)no1 | 0.1 | 102
66 | Cc1cccc(Oc2ccc3c(c2)Oc2ccccc2NC3=O)c1 | 0.4 | 107
67 | CCOc1ccccc1CNC(=O)CCCn1nc(C)c2sc3ccccc3c2c1=O | 0.2 | 111
68 | O=C(Cn1c(=O)n(-c2ccc(F)cc2)c(=O)c2oc3ccccc3c21)NC1CCCCC1 | 0.2 | 102
69 | CCn1c(=O)c2cc(C(=O)N(C)CC(OC)OC)sc2c2ccccc21 | -0.9 | 100
70 | CN(C)C(=O)COC(=O)Cn1cnc2ccccc21 | -0.2 | 100
71 | O=C1c2ccccc2C(=O)N1c1ncn[nH]1 | -0.7 | 99
72 | CCc1nn2c(=O)cc(COc3ccc(NC(=O)c4ccccc4)cc3)nc2s1 | -0.3 | 100
73 | CC(C)c1nccn1CCC(=O)O | -0.1 | 101
74 | Cc1nn(CC(=O)NCc2ccccc2Br)c(=O)c2cc3occc3n12 | 0.2 | 111
75 | CCc1noc(C)c1C(=O)Nc1cccc(Cn2cc(Cl)cn2)c1 | -0.1 | 99
76 | CCc1ccc(C2C(C#N)=C(N)N(N3CCOCC3)C3=C2C(=O)CC(C)(C)C3)cc1 (stereo unspecified) | 0 | 101
77 | Cc1cccc(NC(=O)C2CC(=O)NC(Nc3nc4ccccc4s3)=N2)c1 (stereo unspecified) | -0.1 | 102
78 | CCc1ccc(NC(=O)Cn2c(=O)n(-c3cccc(OC)c3)c(=O)c3c(C)c(C(=O)N(C)C)sc32)cc1 | -1.2 | 101
79 | CNS(=O)(=O)c1cc(C(=O)N2CCCCC2)ccc1OC | 0 | 102
80 | O=C(COC(=O)c1ccc(O)cc1)Nc1nccs1 | -0.1 | 104
81 | CCOC(=O)c1[nH]c(C)c(C(=O)OCC(=O)c2cc(C)n(-c3nccs3)c2C)c1C | 0.4 | 106
82 | CC1=C(C(=O)Nc2ccc(Cl)cc2)C(C(C)C)n2nc(SCc3ccc(Cl)cc3)nc2N1 (stereo unspecified) | -0.3 | 105
83 | CCOC(=O)c1cc(S(=O)(=O)N(C)Cc2ccccc2)cn1C | 0.2 | 103
84 | COc1cc2nc(N(C)CCCNC(=O)C3CCCO3)nc(N)c2cc1OC (stereo unspecified) | 0.1&0.6 | 100&104
85 | CSc1nc2cc(Oc3ccc4ccccc4c3)c(Cl)cc2[nH]1 | 0.1 | 103
86 | O=C(O)c1ccccc1SCc1cn2ccccc2n1 | -0.1 | 100
87 | COc1cccc(CN2CCc3nc(N4CCN(c5ncccn5)CC4)ncc3C2)c1 | -1.3 | 97
88 | Cc1c(CNC2CCCc3ccccc32)c(C(=O)O)c(C)n1Cc1c(F)cccc1Cl (stereo unspecified) | -0.6 | 100
89 | COc1ccc(NC(=O)N2CCn3c2nc2ccccc23)cc1 | 0.4 | 101
90 | COc1ccc(C2=CC(c3ccccc3Cl)n3nc(-c4ccc(C)cc4)nc3N2)cc1 (stereo unspecified) | -1.8 | 99

Entries of single compounds as entered above:
Record of COc1cc2nc(N(C)CCCNC(=O)C3CCCO3)nc(N)c2cc1OC (stereo unspecified) → PV pol inh FP z-score = 0.1&0.6; PV pol inh = 100&104
Record of O=C(O)c1ccccc1SCc1cn2ccccc2n1 → PV pol inh FP z-score = -0.1; PV pol inh = 100

New compounds follow
# | compound | PV pol inh FP z-score | PV pol inh
91 | CSc1ccc(CCNC(=O)CN2C(=O)COc3ccc(S(=O)(=O)N4CCCCCC4)cc32)cc1 | 1 | 108
92 | Cc1ccc(Cl)cc1-n1ncc2c(NC3CCCCCC3)ncnc21 | 1 | 113
93 | CCOc1ccc(OCC)c(NC(=O)Cn2nc(CC)n3c(cc4sccc43)c2=O)c1 | -0.3 | 105
94 | Cc1cc(C)cc(NC(=O)Cn2c(C)cc(C)c(C#N)c2=O)c1 | 0.5 | 109
95 | Cc1cccc2c1-c1sc(C(=O)NC3CCCC(C)C3C)cc1CO2 (stereo unspecified) | -0.6 | 101
96 | Cc1sc2ncnc(SCC(=O)O)c2c1C | -0.3 | 99
97 | CS(=O)(=O)N(CC(=O)NC1CC1)c1ccccc1 | -0.3 | 99
98 | COc1cccc(CSc2nnc(-c3cc4occc4n3C)n2-c2ccccc2C)c1 | 0.6 | 103
99 | COc1cc(NS(=O)(=O)c2ccc(NC(=O)c3ccccc3)cc2)nc(OC)n1 | 0.1 | 102

5 compounds picked at random from those above, as already listed:
# | compound | PV pol inh FP z-score | PV pol inh
99 | COc1cc(NS(=O)(=O)c2ccc(NC(=O)c3ccccc3)cc2)nc(OC)n1 | 0.1 | 102
91 | CSc1ccc(CCNC(=O)CN2C(=O)COc3ccc(S(=O)(=O)N4CCCCCC4)cc32)cc1 | 1 | 108
96 | Cc1sc2ncnc(SCC(=O)O)c2c1C | -0.3 | 99
98 | COc1cccc(CSc2nnc(-c3cc4occc4n3C)n2-c2ccccc2C)c1 | 0.6 | 103
95 | Cc1cccc2c1-c1sc(C(=O)NC3CCCC(C)C3C)cc1CO2 (stereo unspecified) | -0.6 | 101
